High-throughput results from PubChem.
EPAC2 ag: agonists of human EPAC2 (RAPGEF4) | Q8WZA2 | EPAC2 activation, biochemical qHTS; response scale: 100% = 6.5 mM cAMP response | Potency, µM (highest dose often 154 µM), for inactives: at the top dose activation, hits mostly activators | 360,000 tested, 0.079% active; further: potency means the concentration at half of the fitted maximal effect; nearly all actives have a fitted effect of over 50% in size
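Compounds were added across a concentration range to EPAC2 (100 nM), RAP1B-BODIPY-GDP (250 nM) and GDP (50 uM). After 5 min at room temperature, fluorescence was recorded at 5-min intervals for 30 min.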
Abeta rescue: A-beta toxicity reversal in yeast; 410,000 tested, 0.063% active; Potency, µM (series often up to 46.1 µM), for the others: top-dose growth rescue, hits mostly activators; yeast expressing A-beta42, growth rescue, OD600, 48 h; response scale: 0% DMSO, 100% iron-clioquinol control; further: potency means the concentration at half of the fitted maximal effect; nearly all actives have a fitted effect of over 55% in size
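Growth rescue measured by 600 nm absorbance after 48 h yeast culture at 30 C with compound. Values normalized between DMSO and an equimolar ferric chloride plus clioquinol control.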
aSyn rescue: alpha-synuclein toxicity inhibition in yeast | Yeast expressing alpha-synuclein, growth rescue, BacTiter-Glo, 24 h | 370,000 tested, 0.14% active | Potency, µM (highest dose often 46.1 µM), for inactives: top-dose growth rescue (activation), hits mostly activators; further: potency means the concentration at half of the fitted maximal effect; % of control where 0% means no effect; nearly all actives have a fitted effect of over 65% in size
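Readout is rescue of growth in alpha-synuclein-expressing yeast, so inhibitors of toxicity appear as activators. Growth after 24 hr at 30 deg C in galactose medium is quantified by luminescence.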
FUS suppressor: FUS proteinopathy suppression in yeast | 390,000 tested, 0.24% active | S. cerevisiae FUS-expressing, growth rescue, OD600, 24 h | Potency, µM (highest dose often 76.6 µM), for inactives: at the highest dose growth rescue (activation), most hits filed as activators;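 further: potency means the concentration at half of the fitted maximal effect; plate controls were DMSO vehicle for no effect and reference control for full effect; nearly all actives have a fitted effect of over 55% in size; some results filed as inactive show a strong effect at the top dose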
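Yeast FUS proteinopathy model; galactose-induced FUS (2%), starting OD 0.005. Cpds in dilution series, 24hr, 30C, 99% humidity. Abs 600 nm growth. Pos ctrl CP55940 (top 92uM final); neg ctrl DMSO.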
DRD3 agonist: activates the human D3 dopamine receptor; D3R DiscoveRx beta-arrestin cells, luminescence, 90 min; AID 652048; max activation, %; 410,000 tested, 0.58% active; in the data active means max activation above about 30%; further: 0% is about no effect; mostly tested at two doses, the higher about 12 µM
Target sequence (P35462 whole entry, looked up): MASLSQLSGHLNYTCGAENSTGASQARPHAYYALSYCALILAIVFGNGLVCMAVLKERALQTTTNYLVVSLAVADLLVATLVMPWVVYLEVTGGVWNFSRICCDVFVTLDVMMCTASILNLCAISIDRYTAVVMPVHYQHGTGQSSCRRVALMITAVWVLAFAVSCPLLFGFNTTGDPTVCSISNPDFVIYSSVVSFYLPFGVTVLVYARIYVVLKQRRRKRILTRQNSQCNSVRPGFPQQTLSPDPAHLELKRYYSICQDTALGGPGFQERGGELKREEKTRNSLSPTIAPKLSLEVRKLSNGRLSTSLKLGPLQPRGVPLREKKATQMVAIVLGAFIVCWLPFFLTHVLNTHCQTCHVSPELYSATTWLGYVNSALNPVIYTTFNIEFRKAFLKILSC
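Cells at 1500/well, incubated overnight, then treated with pinned compounds (dopamine as control) for 90 min at 37 degrees C. DiscoveRx reagent added for 30 - 60 minutes at room temperature; luminescence read.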
D3 antag: antagonists of human D3 dopamine receptor; P35462; D3R cells, DiscoveRx beta-arrestin luminescence, antagonist mode; active compounds read low; max response, negative = inhibition, %; 360,000 tested, 2.5% active; in the data active means max response below about -50%; inconclusive means no clear call, values can overlap the other calls; further: on the % scale 0 is the no-effect control and ±100 the full control effect; mostly tested at two doses, the higher about 12 µM
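Cells plated overnight at 1500 cells/well, then exposed to library compounds with dopamine controls for 90 minutes at 37 degrees C. DiscoveRx reagent added for 30–60 minutes at room temperature; luminescence read, quantitative HTS format.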
TDP-43 yeast inh: inhibitors of TDP-43 toxicity in yeast; AID 652104; 410,000 tested, 1.8% active; Potency, µM (series often up to 46.1 µM), without a hit: top-dose growth rescue (activation), actives largely listed as activators; TDP-43 expressing yeast growth rescue, BacTiter-Glo, 24 h; further: potency means the concentration at half of the fitted maximal effect; % of control where 0% means no effect; nearly all actives have a fitted effect of over 50% in size
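Luminescence from BacTiter-Glo reports growth of TDP-43-expressing yeast after 24 hr at 30 deg C with compound. Cells were raffinose-pregrown to mid-log, then seeded in galactose medium at OD600=0.02.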
EPAC2 antag: EPAC2 (human) antagonism; Q8WZA2; EPAC2 GEF exchange of Rap1B-BODIPY-GDP, fluorescence; Potency, µM (highest dose often 114 µM), for the others: top-dose activity, negative = inhibition, actives largely listed as inhibitors; 360,000 tested, 0.18% active; further: potency means the concentration at half of the fitted maximal effect; on the % scale 0 is the no-effect control and ±100 the full control effect; nearly all actives have a fitted effect of over 45% in size; many of its hits are not listed in these tables
An asterisk follows results filed as active; ? = inconclusive; nt = not tested or not shown; [ ] = another dose, or the depositor's remark. Unless noted, the call rests on the fitted dose curve; in most records, active means well fitted curve in the direction sought with a large enough effect; inconclusive means small, poorly fitted or top-dose-only effect, or another doubt; inactive means no such curve, though single readings can be large; an effect the other way counts as inactive or inconclusive. Some of the compounds tested (hit frequency here may not be typical).

No.	SMILES	EPAC2 ag	Abeta rescue	aSyn rescue	FUS suppressor
1	CC(C)CCNC(=S)Nc1ccc2nc3n(c(=O)c2c1)CCCCC3	-2%	4%	0%	nt
2	Cc1ccc(S(=O)(=O)N(C)CC(=O)NNC(=O)CCNS(=O)(=O)c2cccc(C)c2)cc1	1%	-18%	0%	-12%
3	CCc1cc(C(=O)Nc2cnn(Cc3ccc(F)cc3)c2)no1	nt	-11%	nt	4%
4	CC/C(=C/c1sc2ccccc2[n+]1CC)SC	4%	0%	-4%	nt
5	CCOc1ccccc1N1CCN(C(=S)NCc2ccccc2)CC1	18%	10%	9%	39%
6	COc1ccc(OC)c(NC(=O)CN2C(=O)NC3(CCCc4ccccc43)C2=O)c1 (stereo not given)	12%	4%	3%	12%
7	N[C@@H](Cc1ccccc1)c1nnc(SCc2ccccc2F)o1	4%	6%	3%	5%
8	COc1ccc(CCNC(=O)[C@H](C)N2C(=O)N3CCc4c([nH]c5ccccc45)[C@@]3(C)C2=O)cc1OC	9%	4%	-4%	26%
9	CC(NC(=O)NC12CC3CC(CC(C3)C1)C2)C1CCCO1 (stereo not given)	6%	29%	12%	8%
10	CCc1cccc(CC)c1NC(=O)CN1CC(C)SC1=NC1CCCCC1 (stereo not given)	-17%	8%	8%	-13%
11	CCOC(=O)c1[nH]c(C)c(C(=O)NCCN2CCOCC2)c1C	17%	-7%	-2%	-18%
12	O=C(COC(=O)COc1ccc(Cl)cc1)NC1CCCC1	8%	-32%[inhibitor]	-7%	-12%
13	CCC(CC)C(=O)Nc1cccc(C(=O)Nc2ccc(S(N)(=O)=O)cc2)c1	0%	-9%	-4%	8%
14	Cn1c(NCCN2CCCC2)nc2cc(-c3ccsc3)sc2c1=O	6%	-10%	1%	-7%
15	CCC(=O)c1ccccc1OCCCN1C(=O)NC(C)(C)C1=O	5%	23%	4%	16%

No.	DRD3 agonist	D3 antag	TDP-43 yeast inh	EPAC2 antag
1	-1	2	26%	6%
2	-2	-9	4%	2%
3	-2	nt	?	nt
4	-9	-10	-22%	0%
5	-10	-16	15%	-7%
6	-6	0	12%	-10%
7	1	3	3%	0%
8	-25	-4	12%	-12%
9	-3	1	3%	8%
10	0	2	-3%	-2%
11	-11	?	-10%	14%
12	-4	-14	-28%	9%
13	7	6	-10%	-7%
14	6	9	5%	5%
15	2	31	-4%	0%

(next part)
No.	SMILES	EPAC2 ag	Abeta rescue	aSyn rescue	FUS suppressor
16	Cc1ccc(S(=O)(=O)N2C[C@H]3n4c(=O)ccc(=O)n4C[C@H](OC(=O)NC4CCCC4)[C@@]3(O)C2)cc1	7%	1%	2%	6%
17	O=C(Nc1ccc2nc(SCc3ccc(Cl)cc3)sc2c1)c1ccccc1C(=O)N1CCOCC1	-1%	14%	3%	26%
18	CCN(CC)CCNC(=O)c1c2c(nc3ccccc13)C(=O)N(C1CCCCC1)C2	nt	8%	nt	-19%
19	COc1ccc(N(CC(=O)Nc2cc(Cl)ccc2OC)C2=NC3CS(=O)(=O)CC3S2)cc1 (stereo not given)	1%	-1%	6%	-7%
20	COc1cc2cc(CN(CCc3cccc(C)c3)C(=S)NCCCN3CCOCC3)c(=O)[nH]c2cc1OC	0%	-4%	6%	22%
21	CCC(=O)N1CCc2cc(S(=O)(=O)NC(C(=O)NCCc3cccc(C)c3)C(C)C)ccc21 (stereo not given)	nt	-17%	nt	2%
22	CC1=C(C(=O)OCc2ccccc2)C(c2ccccc2Cl)NC(=O)N1CCCC(=O)O (stereo not given)	0%	4%	-4%	-15%
23	Cc1[nH]c2ccccc2c1C(=O)C(=O)NCCCn1ccnc1	1%	19%	4%	9%
24	Cn1nnc2c(N3CCN(c4ccccc4F)CC3)ncnc21	nt	-26%	nt	-15%
25	Cc1cccc(N2CCN(C3(c4ccccc4)C(=O)c4ccccc4C3=O)CC2)c1C	nt	6%	-7%	-18%
26	CC(C)[C@H](NC(=O)c1ccco1)C(=O)N(C)Cc1c(F)cccc1Cl	4%	-2%	0%	2%
27	CC(=O)c1ccc(NC(=O)C(C)OC(=O)C(C)Oc2cccc(C)c2)cc1 (stereo not given)	1%	15%	1%	nt

No.	DRD3 agonist	D3 antag	TDP-43 yeast inh	EPAC2 antag
16	3	11	0%	4%
17	6	0	11%	-3%[57.1 µM]
18	0	nt	15%	nt
19	4	11	13%	10%
20	-13	-17	-7%[0.397 µM]	-10%
21	-8	nt	-17%	nt
22	4	13	?	-24%
23	1	17	9%	4%
24	-3	nt	30%	nt
25	2	nt	14%	nt
26	-4	-9	11%	-12%
27	-5	5	5%	-4%

Structures listed so far with four or more nitrogen atoms (10):
No.	SMILES	EPAC2 ag	Abeta rescue	aSyn rescue	FUS suppressor
1	CC(C)CCNC(=S)Nc1ccc2nc3n(c(=O)c2c1)CCCCC3	-2%	4%	0%	nt
2	Cc1ccc(S(=O)(=O)N(C)CC(=O)NNC(=O)CCNS(=O)(=O)c2cccc(C)c2)cc1	1%	-18%	0%	-12%
3	CCc1cc(C(=O)Nc2cnn(Cc3ccc(F)cc3)c2)no1	nt	-11%	nt	4%
8	COc1ccc(CCNC(=O)[C@H](C)N2C(=O)N3CCc4c([nH]c5ccccc45)[C@@]3(C)C2=O)cc1OC	9%	4%	-4%	26%
14	Cn1c(NCCN2CCCC2)nc2cc(-c3ccsc3)sc2c1=O	6%	-10%	1%	-7%
16	Cc1ccc(S(=O)(=O)N2C[C@H]3n4c(=O)ccc(=O)n4C[C@H](OC(=O)NC4CCCC4)[C@@]3(O)C2)cc1	7%	1%	2%	6%
18	CCN(CC)CCNC(=O)c1c2c(nc3ccccc13)C(=O)N(C1CCCCC1)C2	nt	8%	nt	-19%
20	COc1cc2cc(CN(CCc3cccc(C)c3)C(=S)NCCCN3CCOCC3)c(=O)[nH]c2cc1OC	0%	-4%	6%	22%
23	Cc1[nH]c2ccccc2c1C(=O)C(=O)NCCCn1ccnc1	1%	19%	4%	9%
24	Cn1nnc2c(N3CCN(c4ccccc4F)CC3)ncnc21	nt	-26%	nt	-15%

No.	DRD3 agonist	D3 antag	TDP-43 yeast inh	EPAC2 antag
1	-1	2	26%	6%
2	-2	-9	4%	2%
3	-2	nt	?	nt
8	-25	-4	12%	-12%
14	6	9	5%	5%
16	3	11	0%	4%
18	0	nt	15%	nt
20	-13	-17	-7%[0.397 µM]	-10%
23	1	17	9%	4%
24	-3	nt	30%	nt
